HTT aggregate – mutant huntingtin aggregation inhibition; PC12 HttQ103-GFP aggregates, Acumen cytometry, 40 h; Potency, µM (top dose mostly 46.1 µM), for inactives: top-dose activity change, negative = inhibition, most hits filed as inhibitors; hit rate 1.1% among 220,000; AID 1688; further: on the % scale 0 is the no-effect control and ±100 the full control effect; nearly all actives have a fitted effect of over 60% in size
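Huntingtin Q103 exon 1–GFP aggregates in induced PC12 cells (100 nM tebufenozide) were quantified by cytometry from lysates, with compounds dosed in titration.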
HTT ATP protect – Huntington cell model cytoprotection by ATP luminescence; PC12 HTT-Q103 induced, cytoprotection, ATP luminescence, 40 h; Potency, µM (highest dose often 56.4 µM), for the others: cytoprotection (ATP increase), most hits filed as activators; hit rate 0.14% among 230,000; AID 1471;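 further: % of control where 0% means no effect; nearly all actives have a fitted effect of over 45% in size; toxic huntingtin expression switched on by the ecdysone agonist tebufenozide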
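Readout: ATPlite luminescence (ATP level). Model: stable PC12, inducible Htt exon1 Q103-GFP. Inducer: tebufenozide, 100 nM final. Compounds: dose series. No G418 in medium.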
JMJD2E inh – blocks human JMJD2E demethylase activity | B2RXH2 | JMJD2E catalytic domain, FDH-coupled NADH fluorescence (FDH is formaldehyde dehydrogenase) | Potency, µM (series often up to 57.1 µM), for inactives: at the top dose activity change, negative = inhibition, actives largely listed as inhibitors | hit rate 1.6% among 230,000 | AID 2147; active means well fitted inhibition curve with a large enough effect, not every such curve was filed as active; inconclusive means small, poorly fitted or top-dose-only effect, or another doubt; inactive means no such curve, though single readings can be large or run the other way;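 further: 0% = wells with enzyme and -100% = buffer wells without enzyme; nearly all actives have a fitted effect of over 50% in size; many of its hits are not listed in these tables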
Target sequence (B2RXH2 1-337 limits assumed): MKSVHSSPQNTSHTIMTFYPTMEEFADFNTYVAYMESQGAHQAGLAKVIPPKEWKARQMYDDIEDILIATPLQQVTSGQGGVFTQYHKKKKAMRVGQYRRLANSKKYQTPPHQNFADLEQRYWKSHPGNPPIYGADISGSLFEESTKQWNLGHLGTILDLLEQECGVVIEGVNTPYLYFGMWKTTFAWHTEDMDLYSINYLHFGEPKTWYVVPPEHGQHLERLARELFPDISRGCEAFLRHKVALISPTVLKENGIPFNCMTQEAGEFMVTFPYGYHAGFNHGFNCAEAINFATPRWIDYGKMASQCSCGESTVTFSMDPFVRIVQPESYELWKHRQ
SMN2 splice up – SMN2 splice variant enhancement; HEK293 SMN2-luciferase splicing reporter, luminescence, 30-36 h; AID 1458; hit rate 2.8% among 210,000; Potency, µM (series often up to 46.1 µM), inactives show at the top dose activity change, positive = activation, actives largely listed as activators; further: % of control where 0% means no effect; nearly all actives have a fitted effect of over 55% in size
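HEK293 cells carry an SMN2 […]–luciferase reporter in which exon 7 inclusion puts luciferase in frame. Cells were plated 10-12 h before compound addition, then incubated 30-36 h at 37C. ONE-Glo luminescence was read; sodium butyrate at 4.5 mM final served as control.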
Tau fibril FP – tau fibrillization inhibition (FP); K18 P301L tau heparin fibrillization, Alexa594 FP, 6 h; Potency, µM (titrated, usually from 57.7 µM), for inactives: top-dose activity, negative = inhibition, usual class: inhibitors; hit rate 0.39% among 280,000; AID 1468; further: on the % scale 0 is the no-effect control and ±100 the full control effect; nearly all actives have a fitted effect of over 55% in size
Target sequence (P10636 561-689 P618L limits assumed): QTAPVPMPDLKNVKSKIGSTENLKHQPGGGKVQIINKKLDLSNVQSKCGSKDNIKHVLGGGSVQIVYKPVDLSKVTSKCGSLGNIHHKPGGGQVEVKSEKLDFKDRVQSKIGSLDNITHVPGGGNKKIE
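Read-out: fluorescence polarization of Alexa 594-labeled tau (0.24 uM), 555 nm excitation, 632 nm emission. Mixtures held 15 uM unlabeled K18 P301L, compound and 20 uM heparin, pH 7 acetate buffer, incubated 6 hr at 37 C.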
Tau fluor counter – counter-screen for tau fibril formation inhibitors. Potency, µM (highest dose often 57.7 µM), inactives show at the top dose activity change, negative = decrease. AID 1463. hit rate 0.93% among 280,000. tau K18 P301L Alexa594 fluorescence, heparin fibrillization; further: on the % scale 0 is the no-effect control and ±100 the full control effect; nearly all actives have a fitted effect of over 55% in size
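Human tau K18 P301L (15 uM unlabeled, 0.24 uM Alexa 594-labeled) in 100 mM sodium acetate pH 7 with 20 uM heparin, 6 hr at 37 C. ThT 30 uM added, 1 hr ambient; Alexa 594 FP and total fluorescence read at 555/632 nm.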
Tau fibril ThT – inhibitors of human tau fibril formation, thioflavin T binding | Potency, µM (top dose mostly 57.4 µM), for inactives: at the top dose activity, negative = inhibition, most hits filed as inhibitors | recombinant tau K18 P301L (four-repeat tau fragment), heparin-induced fibrillization, ThT fluorescence | P10636 | hit rate 2.1% among 270,000 | AID 1460; further: on the % scale 0 is the no-effect control and ±100 the full control effect; nearly all actives have a fitted effect of over 55% in size
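In this qHTS, human K18 P301L tau is incubated with compound and heparin for 6 hr at 37 C, and Thioflavin T fluorescence then reports fibril load.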
ALDH1A1 block – inhibitors of human aldehyde dehydrogenase 1A1. Purified ALDH1A1, NADH fluorescence, propionaldehyde substrate. Potency, µM (top dose mostly 75.3 µM), inactives show top-dose activity, negative = inhibition, usual class: inhibitors. hit rate 7.3% among 220,000. AID 1030; active means well fitted inhibition curve with a large enough effect, not every such curve was filed as active; inconclusive means small, poorly fitted or top-dose-only effect, or another doubt; inactive means no such curve, though single readings can be large or run the other way;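 further: plate controls were no enzyme wells and a reference inhibitor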
Target sequence (P00352 whole entry, looked up): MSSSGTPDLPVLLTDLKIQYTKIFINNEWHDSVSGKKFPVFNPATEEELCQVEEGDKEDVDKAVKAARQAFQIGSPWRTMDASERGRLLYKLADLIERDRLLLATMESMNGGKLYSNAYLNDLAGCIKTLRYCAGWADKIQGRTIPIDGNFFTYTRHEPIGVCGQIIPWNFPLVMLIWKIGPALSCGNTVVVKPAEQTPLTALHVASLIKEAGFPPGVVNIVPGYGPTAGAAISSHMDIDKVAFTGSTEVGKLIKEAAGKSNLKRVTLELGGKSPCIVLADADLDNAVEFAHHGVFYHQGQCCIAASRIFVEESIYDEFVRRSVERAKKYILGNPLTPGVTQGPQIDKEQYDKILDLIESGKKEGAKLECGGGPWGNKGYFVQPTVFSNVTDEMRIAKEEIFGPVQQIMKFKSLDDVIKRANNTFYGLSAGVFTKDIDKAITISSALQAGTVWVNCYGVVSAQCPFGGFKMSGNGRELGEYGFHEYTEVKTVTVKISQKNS
The depositor's hits bear a star; ? = inconclusive; . = not tested or not shown; [ ] = remark or other dose. Unless noted, the call rests on the fitted dose curve; in most records, active means well fitted curve in the direction sought with a large enough effect; inconclusive means small, poorly fitted or top-dose-only effect, or another doubt; inactive means no such curve, though single readings can be large; an effect the other way counts as inactive or inconclusive. Potency means the concentration at half of the fitted maximal effect.

SMILES	HTT aggregate	HTT ATP protect	JMJD2E inh	SMN2 splice up	Tau fibril FP	Tau fluor counter	Tau fibril ThT	ALDH1A1 block
CCOC(=O)N/N=C/c1cc(C)n(-c2cccc3ccccc23)c1C	10%	.	-26%	8%	-4%	0%	7%	-7%
CCCCOC(=O)C1CCCC(C)N1 (stereo unspecified)	-9%[9.22 µM]	-9%	-8%	10%	-3%	-6%	-7%	5%
Cc1ccc(N)cc1S(=O)(=O)N(C)C	6%[9.22 µM]	1%[10 µM]	-1%	.	-7%	0%	-1%	-14%
O=C(Nc1cccc(Cl)c1)c1ccc(OC(=S)N2CCOCC2)cc1	-22%	-33%	?	-3%	-4%	-17%	-8%	6%
CC(=O)Nc1nc(C)c(C(C)=O)s1	-8%	-9%	-3%	2%	-12%	-4%	-1%	-10%
O=C(Nc1ccccc1O)c1ccc(Cl)cc1	6%	-30%	2%	-13%	11%	-11%	-14%	12%
CC1NC(=O)N(C)[C@@H]2NC(=O)N(C)C(c3ccc([N+](=O)[O-])cc3)[C@@H]12 (stereo partly specified)	-14%[9.22 µM]	19%[10 µM]	2%	.	-7%	-8%	-6%	6%
O=C(CNS(=O)(=O)c1ccc(Cl)cc1)OCC(=O)N1CCCc2ccccc21	-8%	12%[10 µM]	2%	.	-4%	-12%	?	11%
CCN(Cc1ccccc1)C(=O)Cn1c(=O)n(-c2ccc(C)c(C)c2)c(=O)c2c(C)c(C)sc21	.	.	.	0%	-5%	-6%	-4%	.
Cc1ccc(C)c(Cn2c3ccccc3c3cnn(CC(=O)NC4CCCCCC4)c(=O)c32)c1	.	.	.	8%	-4%	3%	8%	.
CC(C)N=C(Nc1ccc(Cl)cc1)c1cccnc1	2%	-13%	2%	-22%	2%	5%	2%	3%
Cc1cc(NC(=O)COC(=O)c2cccc(O)c2)no1	-6%	-52%[inhibitor]	-2%	-15%	5%	11%	11%	?
O=C(O)C1CSC(c2coc3ccccc3c2=O)N1 (stereo unspecified)	-9%	9%[10 µM]	?	19%	-13%	-8%	?	?
COc1ccc(/C=C/C(=O)Nc2cccc(N3CCOCC3)c2)cc1OC	28%	-18%[10 µM]	15%	11%	14%	?	?	-2%
COc1cc(C(=O)Nc2ccc(Oc3ncnc4sc(-c5ccccc5)cc34)cc2)cc(OC)c1OC	-28%	13%[10 µM]	?	0%	?	2%	12%	?
COc1ccc(Cl)cc1NC(=O)C(C)OC(=O)c1ccc(NS(=O)(=O)c2ccc3[nH]c(=O)[nH]c3c2)cc1 (stereo unspecified)	0%	10%[10 µM]	5%	-3%[1.84 µM]	?	?	6%	3%
Cn1c(=O)n(C)c2cc([N+](=O)[O-])c(N3CCN(S(=O)(=O)c4ccc5ccccc5c4)CC3)cc21	-28%	8%[10 µM]	6%	-36%[inhibitor]	?	-12%	-18%	10%
CC(=O)N1CCc2cc(S(=O)(=O)NC(CC(C)C)C(=O)NCc3ccccc3)ccc21 (stereo unspecified)	.	.	.	0%	-6%	-9%	-2%	.
COC(=O)c1ccccc1NC(=O)c1cc(-c2ccc(O)cc2)on1	9%	-4%	0%	-13%	-4%	-4%	-8%	16%
O=C(Nc1cccc(S(=O)(=O)N2CCOCC2)c1)c1cc2c(s1)CCC2	-12%	-6%	-8%	-27%	-17%	?	-16%	3.2µM*
Cc1ccc(C(=O)NCC(=O)O)o1	11%	.	11%	8%	6%	7%	0%	3%
CCCCNS(=O)(=O)c1ccc2nc(SCC(=O)N3CC(C)OC(C)C3)[nH]c2c1 (stereo unspecified)	?	1%	-2%	-39%[inhibitor]	-2%	-6%	-9%	?
CN(C(=O)c1ccncc1)c1nnc(-c2cccnc2)s1	-21%	-11%	-5%	.	-5%	-4%	-10%	2%
CCn1cc(C(=O)NCc2ccc(C)o2)c2cc(OC)c(OC)cc2c1=O	?	-82%[inhibitor]	?	1%	?	-14%	?	?
Cc1ccc(N2C(=O)c3n[nH]c(C)c3C2c2ccccc2Cl)cc1 (stereo unspecified)	.	.	.	11%	?	-19%	-6%	.
CC(C)(C)c1ccc(-c2nnc(-c3ccccc3NC(=O)c3cccc(C(F)(F)F)c3)o2)cc1	.	.	.	1%	-18%	-15%	-3%	.
c1cncc(CNc2ncnc3sc4c(c23)CCCC4)c1	-1%	9%	8%	-6%	3%	-7%	-3%	4%
C/C(=N/NC(=O)c1cc(Cl)ccc1O)C12CC3CC(CC(C3)C1)C2	27%	-1%	-22%	24%	3%	-5%	-14%	?
COc1cc(C2CC(=O)c3c(ccc4ccccc34)N2)ccc1O (stereo unspecified)	5%	0%[10 µM]	-14%	.	2%	-14%	-12%	3%
COc1ccc(C2=NN(c3nc4ccccc4s3)C(=O)/C2=C\N(C)C)cc1	14%	.	?	4%	-1%	-22%	?	5%
CSc1ccc(NC(=O)Cn2nnnc2-c2ccccc2F)cc1	.	.	.	-2%	-19%	-7%	?	.
CCN1CCN(Cc2c(O)ccc3c2O/C(=C\C=C\c2ccccc2)C3=O)CC1	-11%	-13%[0.074 µM]	6%	-24%	-6%	3%	4%	-2%
Cc1cccnc1NC(=O)c1ccc2nc(N)sc2c1	5%	1%	-9%	-18%	-8%	-11%	-25%	?
Nc1nnn(CC(=O)N/N=C/c2ccccc2)n1	5%[9.22 µM]	9%[10 µM]	-5%	.	2%	15%	6%	.
O=C(c1cc(-c2ccc3c(c2)OCO3)on1)N1CCN(c2ccc(F)cc2)CC1	8%	1%	?	-17%	-12%	-15%	-8%	2%
COc1ccc(CONS(=O)(=O)c2ccc(NC(C)=O)cc2)cc1Cl	-9%	-5%	6%	-28%	-5%	-3%	-1%	-8%
O=C(CCN1C(=O)c2ccccc2C1=O)Nc1cccc(F)c1	4%	-5%	8%	-26%	-3%	-5%	-10%	6%
Nc1nc(/C=C/c2ccc(F)cc2)nc(-c2ccccc2O)n1	-8%	.	5%	28%	?	?	?	0%
COc1cccc(CNC(=O)C2CCCN(S(=O)(=O)c3cnc[nH]3)C2)c1 (stereo unspecified)	2%	-2%	5%	-5%	1%	-2%	-10%	9%
CCN(CCO)C(=O)C12CCC(C)(C(=O)C1)C2(C)C (stereo unspecified)	7%	1%[0.074 µM]	0%	-2%	-2%	1%	-1%	4%

11 entries already listed, ordered by SMILES length, smallest number first:
SMILES	HTT aggregate	HTT ATP protect	JMJD2E inh	SMN2 splice up	Tau fibril FP	Tau fluor counter	Tau fibril ThT	ALDH1A1 block
Cc1ccc(C(=O)NCC(=O)O)o1	11%	.	11%	8%	6%	7%	0%	3%
O=C(Nc1ccccc1O)c1ccc(Cl)cc1	6%	-30%	2%	-13%	11%	-11%	-14%	12%
Nc1nnn(CC(=O)N/N=C/c2ccccc2)n1	5%[9.22 µM]	9%[10 µM]	-5%	.	2%	15%	6%	.
COC(=O)c1ccccc1NC(=O)c1cc(-c2ccc(O)cc2)on1	9%	-4%	0%	-13%	-4%	-4%	-8%	16%
Cc1ccc(N2C(=O)c3n[nH]c(C)c3C2c2ccccc2Cl)cc1 (stereo unspecified)	.	.	.	11%	?	-19%	-6%	.
COc1cccc(CNC(=O)C2CCCN(S(=O)(=O)c3cnc[nH]3)C2)c1 (stereo unspecified)	2%	-2%	5%	-5%	1%	-2%	-10%	9%
O=C(CNS(=O)(=O)c1ccc(Cl)cc1)OCC(=O)N1CCCc2ccccc21	-8%	12%[10 µM]	2%	.	-4%	-12%	?	11%
CCCCNS(=O)(=O)c1ccc2nc(SCC(=O)N3CC(C)OC(C)C3)[nH]c2c1 (stereo unspecified)	?	1%	-2%	-39%[inhibitor]	-2%	-6%	-9%	?
COc1cc(C(=O)Nc2ccc(Oc3ncnc4sc(-c5ccccc5)cc34)cc2)cc(OC)c1OC	-28%	13%[10 µM]	?	0%	?	2%	12%	?
CCN(Cc1ccccc1)C(=O)Cn1c(=O)n(-c2ccc(C)c(C)c2)c(=O)c2c(C)c(C)sc21	.	.	.	0%	-5%	-6%	-4%	.
Cn1c(=O)n(C)c2cc([N+](=O)[O-])c(N3CCN(S(=O)(=O)c4ccc5ccccc5c4)CC3)cc21	-28%	8%[10 µM]	6%	-36%[inhibitor]	?	-12%	-18%	10%

More records
SMILES	HTT aggregate	HTT ATP protect	JMJD2E inh	SMN2 splice up	Tau fibril FP	Tau fluor counter	Tau fibril ThT	ALDH1A1 block
Cc1c(O)cc(O)c2c(=O)c(-c3ccc(O)cc3)coc12	.	-65%[inhibitor]	3%	-12%	9%	2%	2%	25µM*
CC(=O)Nc1ccc(NC(=O)c2ccc3c(c2)N(Cc2cccc(Cl)c2)C(=O)c2ccccc2S3(=O)=O)cc1	.	.	.	-7%	16µM*	?	-11%	.
CCC(=O)OCC(=O)Nc1ncc(C(F)(F)F)cc1Cl	-7%[9.22 µM]	-9%[10 µM]	-23%	.	-5%	-1%	-4%	1%
Cc1c(CNC2CCCCC2)c(C(=O)O)c(C)n1Cc1c(F)cccc1Cl	.	.	.	1%	-5%	-2%	1%	.
O=C1CCCN1c1ccc(Br)cc1	4%	24%	-2%	0%	5%	-3%	-4%	7%
C/C(=N/NC(=O)CNC(=O)CCc1ccccc1)c1ccc(Cl)c(Cl)c1	3%[9.22 µM]	2%[10 µM]	0%	.	-8%	-4%	-2%	.
COC(=O)Cn1c2ccccc2c2nc(=O)cc(C)n21	-4%	-12%	?	.	6%	-5%	-8%	0%
CC(OC(=O)c1ccc2c(=O)n3c(nc2c1)CCCCC3)C(=O)Nc1ccc(Cl)cn1 (stereo unspecified)	5%	21%[10 µM]	-6%	4%	8%	-4%	-6%	?
CC(C)=CC(=O)Nc1nc2ccc([N+](=O)[O-])cc2s1	1%	-8%[10 µM]	12%	?	0%	-7%	-2%	0%
O=C(CN1C(=O)C2CC=CCC2C1=O)Nc1nc2ccccc2[nH]1 (stereo unspecified)	8%	-13%	-12%	3%	-1%	-10%	-16%	0%
CCNC(=O)NC(=O)C(C)On1nnc2ccc(S(=O)(=O)N(CC)CC)cc21 (stereo unspecified)	7%	-6%[10 µM]	-3%	-18%	3%	-2%	0%	5%
CCc1ccc(CNC(=O)c2ccc3c(Cl)c4c(nc3c2)CCCC4)cc1	.	.	.	4%	4%	-19%	?	.

Screening results (PubChem)

These rows are one share of the data; rates above refer to the full screens.
